# Assay outcomes (PubChem BioAssay)
# NPR2 activator = human GC-B receptor activators, primary screen, HEK293 GC-B cells, cGMP TR-FRET, EC30 CNP; 0% at EC30 CNP, 100% saturating CNP; Atrial natriuretic peptide receptor 2 (Homo sapiens), P20594; AID 1920062, 2024; hit rate 0.11% among 370,000; activation, % at 10 µM;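 active means activation at 10 µM reaching about 35% in either raw or pattern-adjusted values, limit read from the data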
# FXN GAA850 act = FXN promoter activators, primary screen, cell-based, luciferase luminescence, HEK293 lucGAA850; hit rate 0.56% among 360,000; HEK293 lucGAA850 FXN promoter luciferase reporter, 24 h; percent of 10 µM SAHA response; activation, % at 6 µM;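 active means activation above the average of all compounds screened plus 3 SD, cutoff fixed separately per campaign, cut at about 7.5% in these data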;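 further: 0% = DMSO wells and 100% = 10 µM SAHA wells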
# hgDAF-12 ag = H. glycines DAF-12 receptor agonists, primary screen, cell-based, luminescence, HEK293, GAL4 fusion, UAS-luciferase; hit rate 1.8% among 370,000; activation, % at 6.8 µM; HEK293 GAL4-hgDAF12 UAS-luciferase reporter, agonist luminescence; normalized to butyrate control; Nuclear hormone receptor DAF-12 (Heterodera glycines), GAL4 fusion;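 active means activation above a cutoff set at the mean of all screened compounds plus 3 SD, cut at about 10% in these data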;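 further: 0% = DMSO wells and 100% = sodium butyrate wells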
# SMARCA2 activ = SMARCA2 (BRM) function activators, primary screen, cell-based, luminescence, high throughput. hit rate 1% among 370,000. AID 652017, 2013. MG213 cells, MMTV-luciferase reporter, dexamethasone, overnight. activation, % at 9.1 µM; in the data active means activation above about 7.8%;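 further: 0% = vehicle wells and 100% = reference activator wells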
# ADAM10 inh = human ADAM10 inhibitors, primary screen, biochemical, QFRET, HTS; recombinant ADAM10, EDANS/DABCYL FRET peptide cleavage, 3 h; hit rate 0.62% among 370,000; Disintegrin and metalloproteinase domain-containing protein 10 (Homo sapiens), O14672; inhibition, % at 7 µM;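 active means inhibition above a per-campaign cutoff equal to the mean of compounds falling between control-based bounds plus 3 SD, cut at about 20% in these data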;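 further: 0% = DMSO wells while the 100% control is not disclosed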
# HGIII-sPLA2 inh = human group III sPLA2 inhibitors, primary screen, biochemical, QFRET, BODIPY PC-A2 liposome substrate; Group 3 secretory phospholipase A2 (Homo sapiens), Q9NZ20; QFRET BODIPY PC-A2 liposome hydrolysis, fluorescence; inhibition, % at 12.2 µM; hit rate 0.56% among 370,000;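 active means inhibition above mean plus 3 SD of compounds lying within the high and low control bounds, cut at about 19% in these data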;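 further: 0% = median of test compound wells and 100% = no enzyme DMSO wells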
# hcDAF-12 act = H. contortus DAF-12 nuclear receptor activators, primary screen, cell-based, luminescence, HEK293, lit1-tk-luc reporter. hit rate 1.4% among 370,000. HEK293 hcDAF-12 lit1-tk-luc reporter; 0% DMSO, 100% Δ7-dafachronic acid. AID 652067, 2013. activation, % at 6.8 µM;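 active means activation above the mean of all tested compounds plus 3 SD, cut at about 5.5% in these data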;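 further: 100% = response to 3 µM Δ7-dafachronic acid high control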
# DAX1 inh-1 = DAX1 (NR0B1) inhibitors, primary screen, cell-based, HEK293, Gal4-DAX1, luciferase luminescence; inhibition, % at 6.75 µM; hit rate 0.99% among 340,000; AID 504766, 2011; HEK293 Gal4-DAX1 luciferase reporter;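 active means inhibition above the mean over all tested compounds plus 3 SD, cut at about 4.2% in these data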;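 further: 0% = DAX1-transfected cells with DMSO and 100% = empty-vector control cells with DMSO; inhibition shows as a rise in luminescence from relieved DAX1 repression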
# ssDAF-12 act = S. stercoralis DAF-12 nuclear receptor activators, primary screen, cell-based, luminescence, HEK293, GRIP1 co-expression, lit1-tk-luc. hit rate 1% among 370,000. AID 652126, 2013. HEK293 ssDAF-12/GRIP1 lit1-tk-luc reporter; % of 3 µM dafachronic acid response. activation, % at 6.8 µM. Nuclear hormone receptor DAF-12 (Strongyloides stercoralis);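 active means activation above the mean over all tested compounds plus 3 SD, cut at about 0.9% in these data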;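 further: 0% = DMSO-only wells and 100% = 3 µM delta7-dafachronic acid wells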
# DAX1 inh-2 = DAX1 (NR0B1) inhibitors on StAR promoter, primary screen, cell-based, luminescence, SF-1 (NR5A1), full-length DAX-1; hit rate 1.1% among 370,000; inhibition, % at 6.8 µM; HEK293T StAR-luciferase reporter, SF-1/DAX-1 repression relief; AID 652010, 2013;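 active means inhibition above the mean over all tested compounds plus 3 SD, cut at about 3.6% in these data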;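 further: 0% = DAX-1 cells with DMSO and 100% = cells lacking DAX-1 with DMSO; higher inhibition means more luminescence from relief of DAX-1 repression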
# NPR1 activator = GC-A stimulated cGMP production enhancers – HEK293 GC-A cells, cGMP TR-FRET, EC30 ANP, primary screen | Atrial natriuretic peptide receptor 1 (Homo sapiens), P16066 | 0% at EC30 ANP, 100% saturating ANP | activation, % at 10 µM | hit rate 0.14% among 370,000 | AID 1671463, 2021; in the data active means activation above about 40%
# Target sequence (P16066 whole entry, looked up): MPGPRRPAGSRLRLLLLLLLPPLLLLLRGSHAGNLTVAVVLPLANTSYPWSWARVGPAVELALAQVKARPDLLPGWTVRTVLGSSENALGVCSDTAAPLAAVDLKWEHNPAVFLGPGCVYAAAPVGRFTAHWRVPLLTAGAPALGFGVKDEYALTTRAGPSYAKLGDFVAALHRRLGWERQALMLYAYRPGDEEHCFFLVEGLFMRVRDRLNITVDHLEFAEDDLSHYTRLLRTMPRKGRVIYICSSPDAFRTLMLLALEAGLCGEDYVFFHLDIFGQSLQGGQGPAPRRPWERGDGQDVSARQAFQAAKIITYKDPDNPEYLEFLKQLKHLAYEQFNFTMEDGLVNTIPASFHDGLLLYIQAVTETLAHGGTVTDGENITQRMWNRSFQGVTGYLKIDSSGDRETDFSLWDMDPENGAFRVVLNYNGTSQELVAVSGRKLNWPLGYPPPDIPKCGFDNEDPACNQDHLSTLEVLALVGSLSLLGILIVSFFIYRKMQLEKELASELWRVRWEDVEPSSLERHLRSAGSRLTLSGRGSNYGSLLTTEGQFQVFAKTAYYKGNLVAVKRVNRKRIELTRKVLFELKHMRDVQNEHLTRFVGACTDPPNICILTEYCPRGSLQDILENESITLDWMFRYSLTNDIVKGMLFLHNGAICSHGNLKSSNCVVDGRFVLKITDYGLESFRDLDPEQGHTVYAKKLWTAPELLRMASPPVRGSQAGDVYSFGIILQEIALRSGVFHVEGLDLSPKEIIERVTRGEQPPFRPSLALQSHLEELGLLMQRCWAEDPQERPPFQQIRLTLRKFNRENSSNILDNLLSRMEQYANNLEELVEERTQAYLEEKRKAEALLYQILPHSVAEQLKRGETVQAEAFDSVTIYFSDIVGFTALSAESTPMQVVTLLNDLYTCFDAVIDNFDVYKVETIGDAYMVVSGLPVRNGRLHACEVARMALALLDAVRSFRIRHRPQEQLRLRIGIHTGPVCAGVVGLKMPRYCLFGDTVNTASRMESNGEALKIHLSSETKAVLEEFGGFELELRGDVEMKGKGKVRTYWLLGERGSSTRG
# * hit, by the source's call; · = no result given. This is a random part of the collection; about 6.6% have a hit in one of these screens.
SMILES	NPR2 activator	FXN GAA850 act	hgDAF-12 ag	SMARCA2 activ	ADAM10 inh	HGIII-sPLA2 inh	hcDAF-12 act	DAX1 inh-1	ssDAF-12 act	DAX1 inh-2	NPR1 activator
O=C(CSCc1ccccc1Br)NNC(=S)NCc1ccco1	5	-0.4	0.3	-2	19	40*	-0.3	0.2	-1.3	-0.1	-2
Cc1ccsc1/C=N/NC(=O)CSCc1ccc(Cl)cc1	4	4.8	0.1	-1	10	-4	-0.8	-0.6	-1.5	-0.4	3
Cc1cc(O)ccc1N1C(=O)c2cccc3cc([N+](=O)[O-])cc(c23)C1=O	6	2.5	2.6	-3	-3	-4	-0.7	0.8	-0.8	-0.6	7
CCN(CC(=O)N1CCCC1)S(=O)(=O)c1cc(C)ccc1OC	2	0.9	0.0	1	2	-2	-1.6	-0.1	-0.9	-0.2	0
COc1ccc(CCn2c(C3CCCCC3)nc3c(c(=O)c4ccccc4n3C)c2=O)cc1	-3	-8.7	1.1	-2	1	6	1.7	·	-0.7	-1.5	-6
CC(C)(C)NC(=O)NC(=O)CSc1nncs1	1	0.7	-2.6	5	-5	-7	3.0	1.9	-0.6	-0.3	2
Clc1ccc(-n2nnc(-c3ncc[nH]3)n2)cc1Cl	-5	1.7	4.0	2	-5	5	-1.0	0.9	-0.7	0.8	1
COc1ccc(C(=O)NCc2ccco2)cc1S(=O)(=O)N1CCOCC1	2	-2.6	-0.2	-1	4	1	-1.2	0.6	-1.1	0.1	6
CCCn1c(Nc2nc3ccccc3n2C)nc2ccccc21	-5	-0.6	-2.4	-3	-38	14	0.9	0.9	0.0	-0.3	2
COC(=O)CCCC1=CC2=CC(=O)C(C)(OC(=O)c3cccs3)C(=O)C2=CN1C1CCCCC1 (stereo unspecified)	2	0.5	-0.8	3	-9	-2	-1.8	0.5	-0.9	-0.4	0
CC(=O)Nc1cccc(-c2cn3ccccc3n2)c1	-4	2.3	3.8	-4	-120	4	0.5	0.7	0.1	0.8	-1
CC1(C)CC(=O)N(CC(=O)N2CCN(Cc3ccc4c(c3)OCO4)CC2)c2ccccc2S1(=O)=O	2	·	-0.2	-7	-1	10	-0.9	·	-0.7	0.0	3
CC(=O)N1CCN(CC(C)(C)NS(=O)(=O)c2ccc(C)cc2)CC1	-1	1.6	-0.6	-1	2	1	-0.4	-0.1	-0.6	0.6	1
COc1ccc(OC)c(NC(=O)Nc2nc(C(N)CCc3ccccc3)cs2)c1 (stereo unspecified)	-9	-2.0	1.6	-3	-8	23*	-2.7	·	-1.6	-1.2	-15
COC(=O)CSc1nc(NCC(C)C)nc(N2CCOCC2)n1	-5	2.2	0.9	1	-7	2	-2.1	0.3	-1.4	-0.8	0
Cc1ccc(-c2csc(N(CCCN3CCOCC3)C(=O)c3ccco3)n2)cc1	-3	0.9	-2.4	0	3	-17	-1.7	-2.9	-2.0	-1.5	0
O=C(CCC(=O)OCC(=O)c1cccc([N+](=O)[O-])c1)Nc1cccc(Cl)c1Cl	4	-0.9	2.5	1	-3	14	2.7	1.3	0.0	-0.1	4
O=S(=O)(c1ccc(Cl)cc1)N1CCN(c2ncccn2)CC1	-4	0.5	-0.6	5	1	3	-0.6	1.6	-0.8	-0.2	-3
CCNC(=O)C1CCCN(Cc2cc(C(F)(F)F)ccc2Cl)CC1 (stereo unspecified)	2	0.9	-1.0	-3	1	-8	-1.1	·	-0.2	-0.3	1
CCOc1ccc(NCc2cccn2-c2nnc(N3CCC(C(=O)NCCCN4CCCCC4C)CC3)s2)cc1 (stereo unspecified)	-4	2.1	0.0	-2	-1	7	-1.8	0.6	-0.9	-0.1	-2

# Next part; the last 4 above are carried over.
SMILES	NPR2 activator	FXN GAA850 act	hgDAF-12 ag	SMARCA2 activ	ADAM10 inh	HGIII-sPLA2 inh	hcDAF-12 act	DAX1 inh-1	ssDAF-12 act	DAX1 inh-2	NPR1 activator
O=C(CCC(=O)OCC(=O)c1cccc([N+](=O)[O-])c1)Nc1cccc(Cl)c1Cl	4	-0.9	2.5	1	-3	14	2.7	1.3	0.0	-0.1	4
O=S(=O)(c1ccc(Cl)cc1)N1CCN(c2ncccn2)CC1	-4	0.5	-0.6	5	1	3	-0.6	1.6	-0.8	-0.2	-3
CCNC(=O)C1CCCN(Cc2cc(C(F)(F)F)ccc2Cl)CC1 (stereo unspecified)	2	0.9	-1.0	-3	1	-8	-1.1	·	-0.2	-0.3	1
CCOc1ccc(NCc2cccn2-c2nnc(N3CCC(C(=O)NCCCN4CCCCC4C)CC3)s2)cc1 (stereo unspecified)	-4	2.1	0.0	-2	-1	7	-1.8	0.6	-0.9	-0.1	-2
CCOc1ccccc1N(CC(=O)NC1CCCCC1)C(=O)CCC(=O)Nc1nccs1	-2	-2.3	-0.8	-2	4	-5	0.6	1.7	-1.4	0.1	-7
COC(=O)c1ccc(NC(=O)CN2CCOCC2)cc1	1	2.0	3.8	-1	1	-1	-0.1	1.0	-1.0	0.6	0
Cc1cc(C)n(C(=O)CCCC(=O)n2nc(C)cc2C)n1	0	-0.1	-2.0	-1	-6	-1	-0.6	-0.5	-1.3	-0.1	5
O=C(O)/C=C/C(=O)N1N=C(c2ccco2)CC1c1ccco1 (stereo unspecified)	3	-0.2	1.1	0	-14	0	-0.5	1.2	-0.3	0.3	-5
O=C(Nc1cccc(-c2cn3ccccc3n2)c1)c1cnccn1	2	1.1	2.5	1	4	-1	0.3	0.8	-1.1	0.8	3
Cc1cccc2sc(N(CCCN(C)C)C(=O)c3ccc(S(=O)(=O)N4CCc5ccccc5C4)cc3)nc12	-4	0.6	-1.2	1	-1	-6	-2.2	2.6	-0.6	-0.4	-1
CCn1ccnc1CN1CCCC(CO)(Cc2cccc(OC)c2)C1 (stereo unspecified)	-1	-1.5	-2.4	-2	1	-2	-1.0	-0.2	-1.3	-0.1	-3
NC(=O)OCC(O)COc1ccc(Cl)cc1 (stereo unspecified)	5	0.5	1.3	2	-6	3	-1.0	0.4	-0.8	0.0	7
CCCn1nnnc1NCc1cccc(OC)c1OCC	3	-0.9	0.2	-4	-2	-4	0.7	0.4	-1.3	-0.3	-3
COc1ccc(NC(=O)c2ccc(OCC3CCCO3)cc2)cc1OC (stereo unspecified)	2	1.3	4.0	1	-4	6	-1.9	0.0	-1.4	-0.7	1
C[C@@H]1CCC(=O)N(CC[C@H](Oc2ccccc2)c2ccccc2)CC1	-5	-0.6	1.9	-1	9	-9	-2.0	1.4	-1.4	-1.1	-4
COC(=O)C[C@H]1CC[C@H]2[C@H](COc3ccc(NC(=O)c4cccs4)cc3C(=O)N2C)O1	4	·	4.3	-3	2	-2	-1.6	·	-1.6	1.4	3
COc1ccc(-c2n[nH]c(=S)n2-c2ccccc2C)cc1OC	-1	3.0	-1.9	-1	-6	7	-2.3	-1.4	-0.7	-1.1	-1
COc1ccc(N2CCN(C(=O)c3ccc(CNS(=O)(=O)c4ccc(C)cc4)cc3)CC2)cc1	0	-1.1	-2.0	-1	-4	-11	-2.3	-1.3	-1.6	-3.6	-6
Cc1ccc(C)c(OCCC(=O)OCC(=O)Nc2cccnc2Cl)c1	-2	0.4	-2.3	0	7	8	-0.2	2.1	-0.8	1.6	-1
COc1cccc(CC2(CO)CCCN(Cc3ccc(OC(F)F)cc3)C2)c1 (stereo unspecified)	-4	-1.8	-2.0	3	20*	-7	0.0	0.2	-0.2	0.5	-1
O=C(C[n+]1ccccc1)N/N=C/c1ccccc1Cl	8	-0.1	1.9	-1	-5	0	0.4	0.3	-0.5	-1.2	-1
O=C(Nn1cnc2ccccc2c1=O)c1ccccc1	3	0.5	-1.4	3	2	-5	-1.9	3.6	-1.3	0.7	3
CCn1c(SCC(=O)Nc2nnc(C)s2)nnc1C(C)NC(=O)c1ccccc1 (stereo unspecified)	2	0.6	0.0	0	0	-1	2.3	0.1	-1.7	-0.1	1
O=C(Nc1ccc(NC(=O)C2CC2)nc1)c1cccnc1	-3	-0.8	2.9	2	-1	1	-1.3	1.7	-1.5	-0.1	0

# Following part.
SMILES	NPR2 activator	FXN GAA850 act	hgDAF-12 ag	SMARCA2 activ	ADAM10 inh	HGIII-sPLA2 inh	hcDAF-12 act	DAX1 inh-1	ssDAF-12 act	DAX1 inh-2	NPR1 activator
CSCc1cc(N2CCCC2)nc(-c2ccccc2)n1	-1	1.0	-0.4	4	7	3	-1.1	-0.7	-1.0	-1.3	1
CC(=O)Nc1ccc(OCC(O)CNC2CCCC2)cc1 (stereo unspecified)	3	1.1	3.4	2	-2	2	1.8	-0.7	-1.3	-0.1	4
Cn1c(=O)oc2cc(S(=O)(=O)NCCc3ccccc3)ccc21	0	3.6	0.1	0	-4	7	-1.4	2.7	-1.2	-0.4	4
c1ccc(-c2cccc(CNc3nc(-c4ccccn4)nnc3-c3ccccc3)c2)cc1	1	·	-11	·	14	25*	-2.8	·	-1.4	·	-2
CCOc1ccc(-n2c(SCC(=O)Nc3cc(C)c(NC(=O)c4ccccc4)cc3OC)nnc2-c2cccs2)cc1	3	·	7.8	-4	17	-12	-0.6	·	-1.4	-3.1	-1
COc1ccc(NC2CCCN(C(=O)CSc3ccccc3)C2)cc1 (stereo unspecified)	-1	0.3	0.2	-3	-1	9	1.6	-0.2	-0.3	-0.3	5
COC(=O)CSc1nc2c(cnn2-c2ccc(F)cc2)c(=O)[nH]1	0	2.0	-1.7	-2	-1	16	-1.4	-0.7	-1.4	0.2	6
O=C(Nc1ccc(-c2ccccc2)cc1)c1ccccc1	-5	-0.9	-1.5	-2	1	-1	-1.3	-1.7	-1.4	-0.2	-5
O=C(NCC1CCCN1S(=O)(=O)c1ccccc1)C(=O)NC1CC1 (stereo unspecified)	3	2.5	-1.2	-3	-11	10	0.7	0.5	-1.5	0.9	2
COc1ccccc1CNS(=O)(=O)c1ccc(-c2cnc(C3CC3)o2)cc1	0	-1.6	-0.9	-4	3	-31	-2.6	-0.7	-1.4	-5.1	0
